Source: PubChem
697 NFkB inh: inhibitors of the PMA/ionomycin-induced NF-kB reporter in 697 B cells | 697 B-cell NF-kB luciferase reporter, 16 h | inhibition, % at 4 µM | hit rate 0.33% among 330,000; in the data active means inhibition above about 35%
tim23-1 inh: inhibits growth of tim23-1 mutant yeast; S. cerevisiae tim23-1 growth, BacTiter-Glo luminescence, 24 h; inhibition, % at 20 µM; hit rate 1.3% among 330,000; AID 463212;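 active means growth inhibition of the mutant yeast at or above 50%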;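 further: temperature-sensitive mutant grown at 25 °C; plate controls were DMSO-treated mutant yeast for no effect and medium wells lacking yeast for full effect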
Jurkat NFkB inh: lowers PMA/ionomycin-induced NF-kB signal in Jurkat cells; PMA/ionomycin-induced NF-kB luciferase reporter, luminescence; AID 435003; inhibition, % at 4 µM; hit rate 0.53% among 330,000; in the data active means inhibition above about 50%
APJ ag: agonists of human APJ apelin receptor. CHO-K1 APJ PathHunter beta-arrestin, luminescence; 0% DMSO wells, 100% apelin. activation, % at 20 µM. P35414. hit rate 0.11% among 330,000;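 active means activation more than six SD over the plate average, tested at 20 µM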;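 further: 0% = DMSO alone and 100% = apelin-13 at 10 nM; some results filed as inactive read as strong as hits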
Target sequence (P35414 whole entry, looked up): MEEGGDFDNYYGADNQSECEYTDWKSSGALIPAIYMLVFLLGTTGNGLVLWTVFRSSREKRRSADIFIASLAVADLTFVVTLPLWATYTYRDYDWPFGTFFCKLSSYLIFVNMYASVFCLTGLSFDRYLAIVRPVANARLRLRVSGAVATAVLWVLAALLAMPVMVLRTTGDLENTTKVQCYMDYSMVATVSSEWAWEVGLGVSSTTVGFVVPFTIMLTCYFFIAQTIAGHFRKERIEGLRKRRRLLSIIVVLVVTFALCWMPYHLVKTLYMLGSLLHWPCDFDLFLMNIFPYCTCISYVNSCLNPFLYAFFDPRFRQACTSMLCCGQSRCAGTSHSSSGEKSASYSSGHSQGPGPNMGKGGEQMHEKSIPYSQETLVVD
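Test system: CHO-K1 APJ beta-arrestin complementation cell line | Compound: Single test compound dose, 20 µM final, 1% DMSO | Incubation: Compound 90 min 25 °C, reagent 1 h | Measured by: beta-gal luminescence | Read-out basis: APJ–arrestin association signal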
UPR XBP1 act: adaptive UPR (XBP1) activation | CHO-XBP1 luciferase reporter, IRE1-XBP1 UPR activation, luminescence; percent of tunicamycin response, DMSO as zero | activation, % at 20 µM | hit rate 0.33% among 330,000;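 active means versus positive control, 20 µM dose yields 30% or more activation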;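 further: 100% = tunicamycin at 10 µg/mL and 0% = DMSO only wells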
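Material: CHO-XBP1 cells stably carrying IRE1-XBP1-driven luciferase reporter | Medium: F12 with 10% serum | Compound dosing: 20 µM single concentration, DMSO 1% | Incubation: Overnight seeding at 37 °C, 6 h compound treatment at 37 °C | Detection: Steady-Glo luminescence read | Read-out basis: % activation of reporter signal versus tunicamycin and DMSO controls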
APJ antagonist: blocks the human apelin receptor APJ | inhibition, % at 20 µM | P35414 | hit rate 0.32% among 330,000 | CHO-K1 APJ beta-arrestin complementation, luminescence;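 active means inhibition above about 40% at 20 µM, limit read from the data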;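 further: cells challenged with 10 nM apelin-13 agonist together with compound; plate controls were apelin-13 plus DMSO wells for no effect and DMSO wells lacking apelin-13 for full effect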
UPR CHOP act: apoptotic UPR (CHOP) activation | hit rate 0.34% among 330,000 | activation, % at 10 µM | CHO-CHOP luciferase reporter, luminescence; percent of tunicamycin response over DMSO baseline;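 active means at 10 µM dose, activation of 40% or more, normalized to positive control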;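 further: 100% = tunicamycin at 10 µg/mL and 0% = DMSO alone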
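Assay system: CHO cells with stable CHOP pathway luciferase reporter; Buffer or medium: F12 plus 10% serum; Times: 16-18 h cell attachment, then 6 h compound exposure, 37 °C; Signal: luciferase luminescence; Read-out basis: percent activation relative to tunicamycin control; Control set: tunicamycin high control, DMSO low control.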
Mdm2 MdmX PPI: human Mdm2/MdmX binding inhibition. hit rate 3% among 330,000. inhibition, % at 8 µM. SaOS-2 split-luciferase Mdm2/MdmX complementation, luminescence. O15151+Q00987;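 active means inhibition of at least 50% at 8 µM in the primary screen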
The depositor's hits bear a star.

Values in the order – APJ ag	UPR CHOP act	Jurkat NFkB inh	tim23-1 inh	UPR XBP1 act	697 NFkB inh	Mdm2 MdmX PPI	APJ antagonist
Fc1ccccc1Cn1nnc(-c2ccc3c(c2)OCO3)n1
→ -1	5.6	-162	29	3	-150	-151	-10
CCCCC(CC)Cn1c(N)c(C#N)c2nc3ccccc3nc21 (stereo not given)
→ -4	0.8	23	26	-2	-12	22	9
CC(=O)Nc1scc(C)c1-c1nc2ccccc2s1
→ -2	-0.3	5	7	2	-6	41	-4
O=c1c(Cl)c(Cl)cnn1Cc1ccc(F)cc1
→ 1	8.7	2	33	-1	-10	93*	-11
COc1ccc2oc(=O)cc(CN(C)Cc3ccccc3)c2c1
→ -3	-0.6	11	41	-2	-13	12	13
Cc1cc(C(=O)COC(=O)c2ccc(F)cc2F)c(C)n1C1CC1
→ 2	4.6	-73	0	-3	-30	-14	13
COc1cccc(NC(=O)CN(C)C(=O)CN2C(=O)c3ccc([N+](=O)[O-])cc3C2=O)c1
→ 7	-1.0	9	15	3	16	11	-57
COC(=O)C1=C(C)N(CC2CC2)C(=O)N[C@H]1c1ccccc1
→ 1	1.6	6	-3	-2	5	-3	-50
CS(=O)c1ccc(-n2c(=O)n(Cc3ccccc3)c(=O)c3[nH]cnc32)cc1 (stereo not given)
→ -1	1.7	-27	4	-1	21	15	20
CCOC(=O)C1(Cc2ccccc2C)CCCN(C(=O)CCC(=O)OC)C1 (stereo not given)
→ -3	1.9	-15	24	-2	-27	-3	4
C[C@@H]1CC2OC(=O)[C@@]3(C)C(=O)CC[C@@](C)(C23)[C@@]1(O)CCc1ccoc1 (stereo not given in full)
→ 0	1.2	4	-4	-8	3	-8	18
C=CCNC(=O)c1cccc(C(F)(F)F)c1
→ -3	-0.8	-8	4	3	-11	-3	4
CCOc1ccc(NC(N)=O)cc1OCC
→ 5	-1.1	0	10	-1	-11	-4	3
CCOc1cc(C2C3=C(CC(C)(C)CC3=O)N(CCOC)C3=C2C(=O)CC(C)(C)C3)ccc1OC
→ -4	0.2	-4	13	-6	14	21	9
c1ccc2c(c1)ncc1cccn12
→ -2	-1.7	6	1	1	-4	8	5
COc1ccc(C2C(C#N)=C(SCC(=O)Nc3ccc(C)cc3)NC3=C2C(=O)CC(C)(C)C3)cc1 (stereo not given)
→ 2	5.8	1	-9	-3	2	27	4
C[C@H]1COC(=O)[C@H](Cc2ccc(F)cc2)CC/C=C/C[C@@H](CC(=O)N[C@@H](CO)Cc2ccccc2)C(=O)N1
→ -2	-1.4	1	13	-2	9	1	15
CCOc1nc(NCCc2ccc(OC)c(OC)c2)nc(NC(C)(C)CO)n1
→ -2	-0.9	-1	14	-1	22	17	-8
CCOC(=O)C1CCCN(C(=O)c2ccc(CNc3c(N4CCC(C)CC4)c(=O)c3=O)cc2)C1 (stereo not given)
→ -3	0.3	2	11	-3	15	17	7
CC(=O)c1cccc(CN2CCN(CCc3ccccc3)C(CCO)C2)c1 (stereo not given)
→ -2	4.1	-34	6	0	-1	4	15
Cc1cc(C)c(S(=O)(=O)N(C)CC(=O)NC2CCCC2)c(C)c1
→ 2	-1.3	-14	27	1	-23	16	-13
COc1ccc(-n2nc(C(=O)NCC(=O)N3CCCCC3)c3ccccc3c2=O)cc1
→ 4	4.2	-19	24	1	-19	-17	15
C/C(Cn1nnc([N+](=O)[O-])n1)=N\NC(=O)c1ccccc1Cl
→ 6	-0.6	2	-12	2	22	20	-37
O=C(CSc1nncn1-c1cccnc1)Nc1cccc(C(F)(F)F)c1
→ -1	1.3	8	6	2	17	23	2
O=C(O)CSCC(=O)N1N=C2/C(=C/c3ccccc3)CCCC2C1c1ccccc1 (stereo not given)
→ 2	1.1	-1	26	-2	15	21	10
CCOC(=O)c1[nH]cnc1C(=O)Nc1ccncc1
→ 3	-3.4	2	0	-2	-5	16	5
O=C(O)CN=C(NS(=O)(=O)c1ccccc1)c1ccccc1
→ -4	0.3	-29	-1	1	-15	11	19
COc1ccc(CN=CC2=C(O)CC(C)(C)CC2=O)cc1
→ -2	1.2	9	17	3	-14	6	-7
O=C(COC(=O)COc1ccc(Cl)cc1Br)NC1CC1
→ -1	0.3	4	-14	2	-3	-12	-10
Cc1ccc(S(=O)(=O)N2CCC(=O)N(C(COCc3ccc(Cl)cc3)Cc3ccccc3)CC2)cc1 (stereo not given)
→ 0	0.1	11	16	-5	22	41	7
C=CCN(CC=C)S(=O)(=O)c1ccc(C(=O)Nc2nnc(CSC)o2)cc1
→ 0	-1.3	5	6	5	-3	26	-1
Cc1cccc(NC2=C(NC(=O)c3ccccc3)C(=O)c3ccccc3C2=O)c1
→ 13	1.4	-5	50	-1	-17	9	-60
CC(=O)NCCc1nc2ccccc2n1CCOc1cccc(C)c1
→ -2	0.2	-3	7	1	-2	15	16
COc1ccc(NC(=O)CCN2C(=O)c3cccc([N+](=O)[O-])c3C2=O)cc1
→ 3	-0.3	1	3	-5	-1	11	-9
CCOc1ccccc1NC(=O)/C(C#N)=C/c1c(C)nn(-c2ccc(F)cc2)c1Cl
→ 4	-0.9	7	9	3	4	18	-20
CCOc1ccccc1N1CC(C(=O)N2CCc3ccccc3C2)CC1=O (stereo not given)
→ -4	-0.9	-4	2	-2	-2	13	-13
Cc1ccccc1NC(=O)C1CCN(c2cc(-c3ccccc3)nc3ncnn23)CC1
→ -3	-1.3	33	-21	-7	17	24	-6
CCOC(=O)c1ccc(NC(=O)c2ccccc2[N+](=O)[O-])cc1
→ -4	6.2	-39	12	-2	-42	-8	23
CC(C)(CC(=O)O)CC(=O)Nc1ccc(Oc2ccc(C(C)(C)C)cc2)nc1
→ -4	-1.9	6	-9	-2	18	15	1
COc1ccccc1C(=O)NC(=O)COC(=O)C1(C)CC1(Cl)Cl (stereo not given)
→ -5	2.4	10	12	-2	-4	-1	9
CNCCOc1nc(N2CCOCC2)nc(C)c1[N+](=O)[O-]
→ -3	-0.4	-11	-12	1	9	15	-7
Cc1ccc(NS(=O)(=O)c2ccc(Cl)c(NC(=S)NC(=O)C3CCCCC3)c2)cc1Cl
→ -4	1.3	-6	17	4	1	72*	-11
O=C(N/N=C/c1c(F)c(F)c(F)c(F)c1F)c1cc(-c2ccccc2)nc2ccccc12
→ -1	3.7	-8	14	0	14	18	3
CC1=C(C(=O)N2CCCC(C(=O)c3cccc(C(F)(F)F)c3)C2)OCCO1 (stereo not given)
→ -1	-2.0	19	12	-1	-4	29	-11
O=C(N=C1SCC(=O)N1c1ccccc1Cl)c1ccccc1
→ -3	3.3	-92	35	0	-39	-77	-26

Some of the entries so far, with tabs:
Molecule	APJ ag	UPR CHOP act	Jurkat NFkB inh	tim23-1 inh	UPR XBP1 act	697 NFkB inh	Mdm2 MdmX PPI	APJ antagonist
Cc1ccc(S(=O)(=O)N2CCC(=O)N(C(COCc3ccc(Cl)cc3)Cc3ccccc3)CC2)cc1 (stereo not given)	0	0.1	11	16	-5	22	41	7
C=CCN(CC=C)S(=O)(=O)c1ccc(C(=O)Nc2nnc(CSC)o2)cc1	0	-1.3	5	6	5	-3	26	-1
Cc1cccc(NC2=C(NC(=O)c3ccccc3)C(=O)c3ccccc3C2=O)c1	13	1.4	-5	50	-1	-17	9	-60
CC(=O)NCCc1nc2ccccc2n1CCOc1cccc(C)c1	-2	0.2	-3	7	1	-2	15	16
COc1ccc(NC(=O)CCN2C(=O)c3cccc([N+](=O)[O-])c3C2=O)cc1	3	-0.3	1	3	-5	-1	11	-9
CCOc1ccccc1NC(=O)/C(C#N)=C/c1c(C)nn(-c2ccc(F)cc2)c1Cl	4	-0.9	7	9	3	4	18	-20
CCOc1ccccc1N1CC(C(=O)N2CCc3ccccc3C2)CC1=O (stereo not given)	-4	-0.9	-4	2	-2	-2	13	-13
Cc1ccccc1NC(=O)C1CCN(c2cc(-c3ccccc3)nc3ncnn23)CC1	-3	-1.3	33	-21	-7	17	24	-6
CCOC(=O)c1ccc(NC(=O)c2ccccc2[N+](=O)[O-])cc1	-4	6.2	-39	12	-2	-42	-8	23
CC(C)(CC(=O)O)CC(=O)Nc1ccc(Oc2ccc(C(C)(C)C)cc2)nc1	-4	-1.9	6	-9	-2	18	15	1
COc1ccccc1C(=O)NC(=O)COC(=O)C1(C)CC1(Cl)Cl (stereo not given)	-5	2.4	10	12	-2	-4	-1	9
CNCCOc1nc(N2CCOCC2)nc(C)c1[N+](=O)[O-]	-3	-0.4	-11	-12	1	9	15	-7
Cc1ccc(NS(=O)(=O)c2ccc(Cl)c(NC(=S)NC(=O)C3CCCCC3)c2)cc1Cl	-4	1.3	-6	17	4	1	72*	-11

Going on with the list.
Values in the order – APJ ag	UPR CHOP act	Jurkat NFkB inh	tim23-1 inh	UPR XBP1 act	697 NFkB inh	Mdm2 MdmX PPI	APJ antagonist
COc1ccc(S(=O)(=O)NCC2CCCO2)c(Cl)c1Cl (stereo not given)
→ 0	-0.8	10	5	-5	13	0	-18
CC(=O)Nc1nc(SCCCc2ccccc2)n[nH]1
→ -1	1.7	1	20	-1	0	5	7
COc1ccc(C2CC(c3ccccc3)Nc3ncnn32)cc1 (stereo not given)
→ -3	-1.8	-6	15	-3	-34	-13	-9
CN(C)S(=O)(=O)c1ccc(Cl)c(C(=O)NC2CCN(Cc3ccccc3)C2)c1 (stereo not given)
→ -2	0.5	-4	-2	0	11	13	-30
COc1ccc(-c2c(-c3ccsc3)oc3ccc(N4CCOCC4)cc23)cc1
→ 2	0.4	5	11	1	26	12	-6
CCOc1cc(N2CCOCC2)c(OCC)cc1NC(=O)COC(=O)[C@H](Cc1c[nH]c2ccccc12)NC(C)=O
→ 2	0.4	24	10	1	11	-18	-9
CCC(=O)Nc1cccc(-n2nnnc2SCC(=O)N2CCCCC2)c1
→ -1	2.1	-15	14	-1	-1	8	-3
COc1ccccc1CN(C)C(=O)CN1CCN(C(=O)c2cccs2)CC1
→ -3	-1.9	-8	10	-2	-13	-40	-1
Cc1ccc([N+](=O)[O-])cc1NC(=O)Nc1ccc(S(N)(=O)=O)cc1
→ -2	1.3	9	4	-4	6	9	-4
COc1ccccc1NC(NC(=O)c1ccccn1)C(Cl)(Cl)Cl (stereo not given)
→ -2	-1.7	4	18	-1	-9	22	-3
O=C(NCC1COc2ccccc2O1)c1ccccc1 (stereo not given)
→ 2	2.5	-88	23	-1	-93	-61	15
O=C1[C@H]2[C@@H](C(=O)N1c1cc(Cl)cc(Cl)c1)[C@]1(C(=O)Nc3ccccc31)N1CCC[C@@H]21
→ -2	-0.5	-6	31	-2	0	18	11
O=S(=O)(c1cccs1)N1CN(Cc2ccc(F)cc2)c2nc3ccccc3nc21
→ -5	1.8	-23	32	2	-3	-1	-22
